# TbMetRS inhib = blocks T. brucei methionyl-tRNA synthetase activity. purified T. brucei MetRS, ATP depletion, Kinase-Glo luminescence. inhibition, % at 11.9 µM. 360,000 compounds, 0.4% hits;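 active = inhibition above a per-plate cutoff of the control wells' mean inhibition plus 3 SD, cut at about 5.5% in these data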;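 note: 0% = DMSO wells median and 100% = median of wells with control inhibitor compound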
#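 Assay system: T. brucei methionyl-tRNA synthetase, purified | Medium: HEPES buffer with MgCl2, KCl, DTT, spermine, BSA, pyrophosphatase | Compound: 11.9 µM single point | Incubation: 15 min enzyme-compound preincubation, 2 h reaction, 10 min detection, 25 °C | Measured by: Kinase-Glo luciferase luminescence reporting remaining unconsumed ATP | Measure: % inhibition normalized to control-well medians | Replication: Singlicate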
# SUMO1-SIM PPI = SUMO1-SIM interaction modulation; SUMO1 binding to a labelled peptide, TR-FRET, 1 h; inhibition, % at 20 µM; 360,000 compounds, 0.33% hits; in the data active = inhibition above about 37%
# Target sequence (P63165 whole entry, looked up): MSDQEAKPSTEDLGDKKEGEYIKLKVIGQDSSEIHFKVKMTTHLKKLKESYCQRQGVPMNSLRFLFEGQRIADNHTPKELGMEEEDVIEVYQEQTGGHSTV
# CSN inh = CSN deneddylation inhibition | Q92905 | Purified CSN, SCF-Nedd8-OG deneddylation, fluorescence polarization | inhibition, % at 12.5 µM | 360,000 compounds, 0.38% hits;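 active = pattern-corrected inhibition above about 35%, with an unprinted fluorescence ratio check between 0.5 and 1.5, limit read from the data, passing the limit was not always enough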;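 note: 0% = enzyme with substrate and 100% = substrate without enzyme; some results filed as inactive read as strong as hits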
# Target sequence (Q92905 whole entry, looked up, one chain of several): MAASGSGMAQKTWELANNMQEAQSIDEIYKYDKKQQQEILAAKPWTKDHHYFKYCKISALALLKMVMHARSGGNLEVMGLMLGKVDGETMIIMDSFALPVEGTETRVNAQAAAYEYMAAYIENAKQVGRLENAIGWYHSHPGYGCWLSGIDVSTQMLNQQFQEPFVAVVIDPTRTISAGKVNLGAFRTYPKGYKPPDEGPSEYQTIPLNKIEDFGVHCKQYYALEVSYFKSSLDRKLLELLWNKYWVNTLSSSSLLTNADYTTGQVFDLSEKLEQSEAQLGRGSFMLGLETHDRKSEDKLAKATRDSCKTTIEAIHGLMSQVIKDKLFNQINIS
#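 Assay system: Purified human Csn5 enzyme expressed in HEK293T cells | Amount: Enzyme 0.24 nM | Measured by: Fluorescence polarization readout | Medium: Tris/NaCl/DTT buffer, pH 7.5 | Compound dosing: One concentration, 12.5 µM, 0.25% DMSO | Times: 90 min incubation of compound, enzyme and substrate at room temperature | Control set: no-enzyme wells high, enzyme-with-substrate wells low | Read-out: % inhibition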
# Scp-1 inhibitor = Scp-1 (human) phosphatase inhibition; AID 493091; 340,000 compounds, 0.88% hits; Recombinant Scp1, phosphopeptide, malachite green phosphate absorbance; Q9GZU7; inhibition, % at 20 µM;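 active = inhibition above about 50% at 20 µM, limit read from the data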;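 note: plate controls were DMSO wells with enzyme for no effect and wells lacking enzyme for full effect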
# Target sequence (Q9GZU7 76-261 limits assumed): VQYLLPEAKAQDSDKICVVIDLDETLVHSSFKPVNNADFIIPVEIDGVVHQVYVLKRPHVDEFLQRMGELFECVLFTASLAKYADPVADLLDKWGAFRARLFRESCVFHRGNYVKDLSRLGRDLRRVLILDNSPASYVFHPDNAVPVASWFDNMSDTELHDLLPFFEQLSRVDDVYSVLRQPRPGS
#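 Assay system: SCP-1 catalytic fragment, aa 76-261 | Buffer or medium: Tris acetate buffer pH 5.5 with MgCl2 and Tween-20 | Compound: One concentration, 20 µM, with 1.0% DMSO | Also added: Phospho 17-mer peptide substrate | Signal: Absorbance at 630 nm | Incubation: 45 min enzyme reaction at room temperature | Measure: % inhibition of SCP-1 phosphate liberation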
# MsrA inh = inhibits bovine methionine sulfoxide reductase A; 360,000 compounds, 0.75% hits; inhibition, % at 15.5 µM; AID 651718; purified bovine MsrA, absorbance read-out; in the data active = inhibition above about 4.5%;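 note: 0% = vehicle wells with enzyme and 100% = reference inhibitor wells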
# DNMT1 block = blocks human DNA methyltransferase DNMT1; P26358; DNMT1 molecular beacon, Hinp1I cleavage, fluorescence; inhibition (reported as % activation of signal), % at 10 µM; 360,000 compounds, 0.83% hits; AID 588458; in the data active = inhibition above about 50%
# Rpn11 inh = Rpn11 (human) deubiquitinase inhibition | human 26S proteasome, Ub4-pepOG fluorescence polarization; 20S core pre-blocked with epoxomicin | 360,000 compounds, 0.59% hits | AID 588493 | O00487 | calls only at 20 µM;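 active = inhibition at 20 µM, scaled to each plate's controls, above about 33%, limit read from the data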
# NadD inh = blocks S. aureus nicotinate mononucleotide adenylyltransferase. 360,000 compounds, 0.78% hits. purified NadD enzyme, colorimetric absorbance read-out. inhibition, % at 20 µM. AID 602399; in the data active = inhibition above about 26%; note: some compounds past the cut are filed as inactive
# STEP inh = inhibitors of human striatal-enriched phosphatase STEP; inhibition, % at 20 µM; P54829; 360,000 compounds, 0.25% hits; recombinant STEP, OMFP fluorogenic substrate, fluorescence;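 active = inhibition at 20 µM, scaled per plate between control wells, above about 37%, limit read from the data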;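 note: 0% = DMSO with enzyme and substrate and 100% = substrate only without enzyme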
#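 System: STEP phosphatase, cell-free reaction; Buffer or medium: Bis-Tris pH 6.0 buffer with DTT, detergent; Incubation: 20 min at room temperature, dark; Measured by: fluorescence, 480/540 nm.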
# LMPTP inh = LMPTP (human) inhibition; P24666; recombinant LMPTP-A, OMFP fluorogenic substrate, fluorescence intensity; inhibition, % at 20 µM; 360,000 compounds, 0.22% hits; AID 651560;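 active = compounds that cut the enzyme signal by at least half of the control window in the single-dose screen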;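 note: plate controls were DMSO wells with enzyme plus substrate for no effect and substrate without enzyme for full effect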
# Target sequence (P24666 whole entry, looked up): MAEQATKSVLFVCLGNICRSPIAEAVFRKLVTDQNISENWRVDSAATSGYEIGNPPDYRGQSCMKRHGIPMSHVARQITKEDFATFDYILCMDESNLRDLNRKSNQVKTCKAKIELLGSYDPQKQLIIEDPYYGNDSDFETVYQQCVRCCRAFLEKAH
#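 Test system: LMPTP-A phosphatase enzyme. Amount: LMPTP-A at 0.625 nM final in the reaction. Reagent: OMFP substrate, 400 µM final. Times: 50 min at room temperature. Signal: endpoint fluorescence intensity from OMFP dephosphorylation. Read-out basis: % inhibition. Benchmarks: no-enzyme and uninhibited controls.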
# * marks the source's active call; other numbers are inactive results; i = inactive; . = not tested or not shown.
SMILES,TbMetRS inhib,SUMO1-SIM PPI,CSN inh,Scp-1 inhibitor,MsrA inh,DNMT1 block,Rpn11 inh,NadD inh,STEP inh,LMPTP inh
Cc1cc(Br)ccc1Nc1nc(N)nc(N)c1N=O,-0.3,-20,-2,4,4.0,0,i,3,1,-0.9
COc1ccc(NC(=O)c2oc3ccccc3c2NC(=O)C2CC2)cc1OC,-0.5,-6,-1,-10,1.9,-4,i,-6,1,0.6
CCC(C)c1ccccc1N1CC(C(=O)NCCC2=CCCCC2)CC1=O (centres undefined),0.1,0,2,-5,1.0,-2,i,1,0,-0.1
COC(=O)COc1cccc2c(=O)n(CC(=O)N3CCCc4ccccc43)ccc12,-0.6,-2,3,-8,2.1,5,i,-7,1,-0.5
Clc1ccc(-c2nnc(CSc3nnc(-c4cccs4)n3Cc3ccccc3)o2)cc1,-0.1,4,-1,6,0.1,-6,i,1,8,2.0
CCOC(=O)N1CCN(C(=O)C2CCN(S(=O)(=O)c3ccc(OCC)cc3)CC2)CC1,-0.4,-3,1,-5,1.3,1,i,-3,-1,0.4
Cc1ccc(-n2nc3c(=O)n(CC(=O)c4ccc(F)cc4)nc(C)c3c2C)cc1,-1.8,10,-1,-3,-1.2,8,i,3,-1,-1.4
COc1ccc(-n2c(=O)c3ccccc3n(Cc3ccc(F)cc3)c2=O)cc1OC,-0.5,2,-4,-9,-1.0,4,i,-8,-2,-1.0
COc1ccc(N2CCN(C(=O)C3CC(O)CN3S(=O)(=O)c3ccc([N+](=O)[O-])cc3)CC2)cc1 (centres undefined),-0.9,-22,-7,-2,-0.1,5,i,0,-1,-0.6
Cc1ccc(C)c(OCCC(=O)OCC(=O)Nc2ccc(C)c(S(=O)(=O)N3CCCCC3)c2)c1,-0.1,1,2,-6,-0.6,-2,i,-11,-1,5.3
CC(C)(C)c1ccc(C(=O)NNC(=S)NCC2CCCO2)cc1 (centres undefined),-0.7,1,4,-14,-0.1,0,i,1,-2,-2.3
Cc1ccc(-n2c(Cc3cccn3C)nnc2SCC(=O)NC2CCCCC2)cc1,-0.9,-2,1,7,0.7,6,i,2,0,-1.4
CS(=O)(=O)N1CCC(C(=O)Nc2ccc(OCc3ccccc3)cc2)CC1,-0.8,-1,3,4,-1.0,0,i,4,-3,1.5
Cc1cc(C)c(-c2c(N)cc(Br)cc2Br)c(N)c1,0.1,2,3,-1,-0.8,-2,i,-2,-3,3.2
Cc1ccccc1CNC(=O)CCNS(=O)(=O)c1ccc(OC(F)(F)F)cc1,-0.3,4,-3,-7,-0.6,-1,i,-5,1,0.0
Cc1ccsc1/C=N/NC(=O)CNC(=O)c1ccc(S(=O)(=O)N2CCOCC2)cc1,0.0,-5,7,0,1.2,2,i,-5,-4,-1.4
CCOC(=O)CC1CCCCN1Cc1cn[nH]c1-c1ccc(F)cc1F (centres undefined),-0.3,-3,2,-3,0.1,0,i,-1,-3,-1.0
CCOC(=O)CC1C(=O)NCCN1C(=O)c1c(F)cccc1F (centres undefined),-0.7,1,0,-2,0.3,1,i,-5,-9,-1.0
CO/N=C/C(C#N)=C/c1cc(C(=O)c2ccccc2)cn1C,2.5,-23,-6,-7,2.0,-2,i,-15,3,0.3
COc1cccc(-n2c(-c3ccccc3)c[nH]c2=S)c1,-1.7,1,2,7,1.6,3,i,6,-3,-0.5
COc1ccc(CC(N)c2csc(Nc3cc(NCCCO)ncn3)n2)cc1 (centres undefined),0.3,7,3,.,0.9,-21,i,-7,5,-0.8
COc1ccc(C(=O)Nc2ccc(Nc3ccccc3)cc2)cc1[N+](=O)[O-],-0.4,-14,3,-9,2.3,-8,i,-5,-1,3.3
CC1(C)NC(=O)N(CCCCOc2ccc(Cl)cc2C=O)C1=O,5.5,2,8,-8,3.5,-3,i,4,0,0.4
COc1ccc(CNC(=O)CN(Cc2ccc(C)cc2)C(=O)c2csnn2)cc1,-0.4,8,3,-5,-2.6,0,i,-5,5,-1.0
Cc1ccc(/C=N/NC(=O)CSc2nc3ccccc3o2)cc1,-0.6,0,-6,-5,1.6,2,i,5,0,-0.8
CCN(C(=O)c1cccc(Br)c1)C1CCS(=O)(=O)C1 (centres undefined),-0.2,-4,2,-3,0.4,1,i,2,1,-0.4
CC(C)c1ccccc1NC(=S)NCC1(N(C)C)CCCCC1,-0.3,1,5,-2,-0.7,1,i,-8,4,0.2
C#CCNC(=O)C1=C[C@H](c2ccc3c(c2)OCO3)C[C@H](OCc2ccc(CO)cc2)O1,-0.3,-3,-3,-2,0.2,-16,i,1,2,1.9
CCN(CC(=O)Nc1ccc(NC(C)=O)cc1)C(=O)c1ccc(S(=O)(=O)N2CCCC2)cc1,-0.2,-1,-1,5,1.0,1,i,0,1,-0.3
Fc1ccc(N=c2ssnc2Cl)c(F)c1,0.2,-5,-3,1,2.2,-1,i,27,14,44
O=C(NCCC1CCCCN1S(=O)(=O)c1ccc(F)cc1)C(=O)Nc1ccccc1F (centres undefined),0.1,7,1,-8,-0.1,1,i,-5,2,0.3
CN1CC=C2C(C#N)=C(N)C(C#N)(C#N)[C@H](c3cccs3)[C@H]2C1,-0.9,-4,-42,-4,.,-6,i,3,-4,0.7
O=C(NCCCn1ccnc1)c1ccc2ccccc2c1,-0.3,-7,1,-5,-0.9,0,i,-3,1,-0.6
Cc1nnc(SCC(=O)c2cc(C)n(-c3ccc4c(c3)OCO4)c2C)s1,-1.0,-6,-6,-3,1.3,-12,i,-1,2,3.7
S=c1[nH]nc(-c2cccnc2)n1/N=C/c1ccc(Br)s1,-0.5,-4,2,-2,2.0,1,i,4,36*,8.2
O=C(CCn1cnnn1)Nc1ccccc1,-0.7,3,10,-6,-1.8,-2,i,-7,-3,-1.1

# Taken from above:
# Cc1nnc(SCC(=O)c2cc(C)n(-c3ccc4c(c3)OCO4)c2C)s1 in LMPTP inh is listed with 3.7
# CCN(C(=O)c1cccc(Br)c1)C1CCS(=O)(=O)C1 (centres undefined) in DNMT1 block is listed with 1

# The list goes on:
SMILES,TbMetRS inhib,SUMO1-SIM PPI,CSN inh,Scp-1 inhibitor,MsrA inh,DNMT1 block,Rpn11 inh,NadD inh,STEP inh,LMPTP inh
CCOC(=O)C1CCCN(C(=O)c2ccccc2NS(=O)(=O)c2ccc(F)cc2)C1 (centres undefined),0.3,-2,-1,-12,-0.8,2,i,0,1,-1.5
Cn1c(=O)c2c(nc(Br)n2CCCc2ccccc2)n(C)c1=O,0.8,0,4,2,-0.1,6,i,-3,4,-2.1
Nc1ncnc2c1cnn2C1CC(O)C(CO)O1 (centres undefined),0.0,0,3,-5,0.0,2,i,4,-1,-0.1
O=C(COC(=O)c1cc2ccccc2cc1O)NC1CCCCC1,-0.2,-3,2,-5,0.4,-1,i,-4,1,0.3
CC1CC1C(=O)OCC(=O)Nc1ccc(Cl)cn1 (centres undefined),-0.1,-5,-4,-6,-0.3,-1,i,1,0,-0.3
O=C(COCc1nc2ccccc2c(=O)[nH]1)NC1CCCC1,-1.5,-3,-7,-1,-0.6,7,i,-6,0,-1.1
CN(C(=S)NC1CCCCC1)C1(c2ccccc2Cl)CCCCC1=O (centres undefined),-0.4,1,0,-6,-0.8,1,i,1,3,3.0
O=C(OCC(=O)N1CCN(C(=O)COC(=O)c2ccc(O)cc2O)CC1)c1ccc(O)cc1O,-0.2,30,-2,-5,-1.0,-3,i,6,-4,7.3
O=C(NNC(=O)c1ccccc1O)c1ccc(Br)cc1,-1.0,-1,-3,-2,-0.6,-2,i,7,-3,-1.7
O=C1N[C@H](Cc2ccccc2)COC(=O)[C@H](Cc2ccc(F)cc2)CC/C=C/C[C@@H]1CC(=O)N(CCO)Cc1ccccc1,-0.4,1,5,-8,0.4,-8,i,-3,1,2.3
CC(=O)N(C(C)=O)c1c(C#N)c(C)n(-c2ccccc2)c1C(=O)c1ccccc1,-0.8,2,-3,-15,2.5,2,i,0,1,-1.3
CCC(C)NC(=O)Nc1ccc(Br)cc1 (centres undefined),-0.2,-2,-1,-4,-0.7,-1,i,2,-1,-0.8
O=C(O)CCc1ncc(C(F)(F)F)cc1Cl,0.4,2,2,-5,-0.4,6,i,2,-3,-1.2
O=C(NC1CCCC1)C1CCCN1C(=O)Nc1ccc(Cl)cc1 (centres undefined),0.2,1,-6,8,-0.4,4,i,7,-6,-2.5
CCC(C)NC(=O)N[C@@H](CCSC)C(=O)OC (some centres undefined),-0.1,-1,-1,2,-0.4,3,i,-2,1,-0.8
O=C(OCc1ccc(F)cc1)c1cc2ccccc2cc1O,-0.1,-2,0,-9,0.5,0,i,1,1,4.4
COc1ccc(N2CCN(CCNC(=O)Nc3ccc(Cl)cc3)CC2)cc1,12*,-1,1,-2,0.6,0,i,-8,-2,-3.3
Cc1cc(-c2ccccc2)nc(Oc2ccc(C(C)(C)C)cc2)c1S(C)(=O)=O,0.0,-1,-3,-12,0.7,0,i,4,8,4.5
Cc1ccc(F)c(S(=O)(=O)NC(=O)C2(C)CCN2C(=O)Cc2ccc(C(C)(C)C)cc2)c1 (centres undefined),-0.2,3,0,.,-0.7,-3,i,4,-1,-0.7
COc1ccc(N2CCN(CCCn3c(=S)[nH]c4ncccc4c3=O)CC2)cc1,-0.2,6,1,-7,0.1,1,i,-1,4,0.4
COc1ccc(C(C)=O)cc1COC(=O)c1ccc2ccccc2n1,-0.6,-1,-3,-5,3.9,1,i,-1,0,0.0
CC(C)OC(=O)c1ccccc1C(=O)c1ccc(N)c([N+](=O)[O-])c1,-0.2,-26,-2,-9,1.8,2,i,-3,-2,1.0
C[C@H](NC(=O)c1ccco1)C(=O)NCc1cccs1,-0.1,1,1,-3,-1.8,4,i,8,-3,-1.7

# Bioassay records: PubChem, several laboratories

# Random draw from the library (roughly 3.9% active in at least one column).
